# From PubChem
# ADAM10 inh: ADAM10 inhibition, QFRET primary screen; O14672; recombinant ADAM10, EDANS/DABCYL FRET peptide cleavage, 3 h; inhibition, % at 7 µM; 370,000 tested, 0.62% active; AID 720582;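 active means inhibition above a per-campaign cutoff equal to the mean of compounds falling between control-based bounds plus 3 SD, cut at about 20% in these data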;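 further: 0% = DMSO wells while the 100% control is not disclosed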
# NPR2 activator: GC-B (human) receptor activation. AID 1920062. 370,000 tested, 0.11% active. activation, % at 10 µM. HEK293-GC-B cells, CNP EC30, cGMP TR-FRET; 0% at EC30 CNP, 100% saturating CNP. P20594;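 active means activation at 10 µM reaching about 35% in either raw or pattern-adjusted values, limit read from the data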
# ASAP1 GAP inh: blocks human ASAP1-stimulated Arf1 GTP hydrolysis | Q9ULH1 | GDP FP detection | inhibition, % at 16.5 µM | 360,000 tested, 0.19% active | AID 624377; in the data active means inhibition above about 25%;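 further: 0% = vehicle with enzyme and substrate and 100% = no enzyme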
# NPR1 activator: GC-A (human) enzyme activation. P16066. 370,000 tested, 0.14% active. HEK293 GC-A cells, cGMP TR-FRET, EC30 ANP; 0% at EC30 ANP, 100% saturating ANP. activation, % at 10 µM; in the data active means activation above about 40%
# rCAG RNA binder: r(CAG) repeat RNA binding; TO-PRO-1 dye displacement fluorescence; inhibition, % at 3 µM; 370,000 tested, 1.3% active; AID 651821;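 active means inhibition above the plate cutoff, the mean of all test compounds on that plate plus 3 SD, cut at about 35% in these data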;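 further: 0% = DMSO alone and 100% = 100 µM mitoxantrone as full dye displacement; higher means more dye released from RNA so lower well fluorescence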
# Tn6 DDE FP: inhibitors of Tn6 peptide binding to human fibrin DD(E); P02675; Fibrin DD(E) TRITC-Tn6 fluorescence polarization displacement; inhibition, % at 8.3 µM; 370,000 tested, 0.21% active; AID 720509;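 active means inhibition above a per-campaign cutoff: mean of compounds within control limits plus 3 SD, cut at about 15% in these data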;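 further: 0% = median of all compound wells on the plate and 100% = blocking peptide control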
# proKLK7 act: activates the human kallikrein-7 zymogen; P49862; purified proKLK7, EDANS-DABCYL substrate fluorescence; 100% is mature enzyme control, 0% vehicle; activation, % at 7 µM; 370,000 tested, 0.9% active; AID 652039;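 active means activation above the mean of all tested compounds plus 3 SD, computed per campaign excluding outliers beyond control limits, cut at about 13% in these data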
# Target sequence (P49862 whole entry, looked up): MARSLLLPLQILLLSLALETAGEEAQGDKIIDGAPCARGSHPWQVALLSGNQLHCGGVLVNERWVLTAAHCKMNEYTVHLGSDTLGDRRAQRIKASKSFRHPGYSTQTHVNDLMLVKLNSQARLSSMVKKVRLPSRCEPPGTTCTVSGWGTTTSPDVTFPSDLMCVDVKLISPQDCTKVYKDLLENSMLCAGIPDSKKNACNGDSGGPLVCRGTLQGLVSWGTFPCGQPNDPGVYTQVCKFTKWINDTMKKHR
# sPLA2-III inh: Blocks human group III sPLA2 activity. Q9NZ20. QFRET BODIPY PC-A2 liposome hydrolysis, fluorescence. 370,000 tested, 0.56% active. inhibition, % at 12.2 µM;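 active means inhibition above mean plus 3 SD of compounds lying within the high and low control bounds, cut at about 19% in these data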;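 further: 0% = median of test compound wells and 100% = no enzyme DMSO wells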
# Target sequence (Q9NZ20 whole entry, looked up): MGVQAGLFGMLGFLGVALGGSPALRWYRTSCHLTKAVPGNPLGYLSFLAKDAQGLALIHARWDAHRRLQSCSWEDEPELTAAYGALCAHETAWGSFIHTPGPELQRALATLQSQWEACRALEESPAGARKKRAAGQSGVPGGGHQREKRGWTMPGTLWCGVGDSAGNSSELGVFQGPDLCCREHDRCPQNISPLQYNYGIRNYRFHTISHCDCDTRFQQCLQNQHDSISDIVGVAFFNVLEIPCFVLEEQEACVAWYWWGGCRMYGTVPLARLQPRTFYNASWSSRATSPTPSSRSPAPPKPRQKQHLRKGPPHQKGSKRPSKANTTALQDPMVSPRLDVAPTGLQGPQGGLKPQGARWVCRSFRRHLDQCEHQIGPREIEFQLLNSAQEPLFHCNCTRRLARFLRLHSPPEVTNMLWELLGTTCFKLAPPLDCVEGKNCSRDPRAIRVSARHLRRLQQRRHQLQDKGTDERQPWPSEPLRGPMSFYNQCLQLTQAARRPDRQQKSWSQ
# GAA850 FXN act: increases GAA850 frataxin promoter reporter activity. 360,000 tested, 0.56% active. activation, % at 6 µM. HEK293 lucGAA850 FXN promoter luciferase reporter, 24 h; percent of 10 µM SAHA response. AID 540364;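 active means activation above the average of all compounds screened plus 3 SD, cutoff fixed separately per campaign, cut at about 7.5% in these data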;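 further: 0% = DMSO wells and 100% = 10 µM SAHA wells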
# ARFGAP1 inhibitor: inhibits rat ARF GTPase activating protein 1; 360,000 tested, 0.26% active; inhibition, % at 16.5 µM; Arfgap1-stimulated ARF1 GTP hydrolysis, GDP FP detection; Q62848;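 active means inhibition above a per-plate limit, mean inhibition of low control wells plus 3 SD, cut at about 25% in these data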;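 further: 0% = DMSO wells with enzyme and 100% = wells lacking Arfgap1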
# Target sequence (Q62848 1-136 limits assumed): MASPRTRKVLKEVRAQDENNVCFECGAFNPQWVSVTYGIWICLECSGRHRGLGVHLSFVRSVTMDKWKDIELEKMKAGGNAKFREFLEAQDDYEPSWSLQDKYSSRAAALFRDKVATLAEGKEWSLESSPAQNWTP
#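 Material: rat Arfgap1 catalytic domain, aa 1-136; also added: human ARF1(Δ1-17)-GTP substrate; compound dosing: one concentration, 16.5 µM, DMSO 1.26%; incubation: GTP hydrolysis reaction 2 h at 25 °C; measured by: Tracer-displacement fluorescence polarization with EDTA stop, 620/688 nm; evaluation: % inhibition from polarization; repeats: one replicate per compound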
# * marks the source's active call; other numbers are inactive results; i = inactive; nt = not tested or not shown.
structure,ADAM10 inh,NPR2 activator,ASAP1 GAP inh,NPR1 activator,rCAG RNA binder,Tn6 DDE FP,proKLK7 act,sPLA2-III inh,GAA850 FXN act,ARFGAP1 inhibitor
O=C(Nc1ccc(F)cc1)c1ccc(=O)[nH]n1,7,-1,-3,3,2,8,-0.4,-16,0.7,8
CCN(c1ccccc1)S(=O)(=O)c1nnc(NC(=O)c2ccccc2OC)s1,-4,-2,-1,-1,7,-5,-0.2,-2,1.2,-13
COc1ccccc1NC(=O)Nc1nc(CC(=O)N2CCN(c3ccccc3F)CC2)cs1,9,4,8,2,4,-6,-0.1,-14,-0.8,1
O=C(CSc1ccc([N+](=O)[O-])cn1)Nc1ccc(N2CCOCC2)cc1,-2,-3,0,-1,-4,3,0.2,0,0.2,-5
CCCn1nnnc1NC(=O)COc1ccc(Br)cc1,4,0,5,1,3,-6,0.4,-1,-0.9,6
Cc1cccc(C)c1NC(=O)C(c1ccc(-c2ccccc2)cc1)n1c(=O)c(-c2cc3ccccc3[nH]2)nc2ccccc21 (stereo not given),-231,1,4,5,22,-3,-17,3,nt,15
O=C(Nc1ccccc1-c1ccccc1)c1ccc(Cl)c([N+](=O)[O-])c1,15,-7,0,-15,0,-9,0.0,0,1.4,5
Cc1nn(Cc2cccc(C(=O)NCC(C)C)c2)c(C)c1Br,0,-1,-2,-4,-8,-5,0.0,5,-2.6,3
O=C(CC[C@H]1O[C@@H](n2ccc(=O)[nH]c2=O)[C@H](O)[C@@H]1O)N[C@H](Cc1ccccc1)C(=O)NCc1ccc2c(c1)OCO2,-16,2,3,-1,4,-6,-0.2,14,nt,0
O=C(NCc1ccco1)c1ccc2c(c1)C(=O)N(Cc1ccccc1)C2=O,7,0,1,4,2,0,0.2,-4,-3.1,2
COc1ccccc1CN1CCNC(=O)C1CC(=O)NCCC1=CCCCC1 (stereo not given),-2,-4,0,-2,-5,2,0.3,-7,1.6,-7
O=C(NC1CC2CCC(C1)N2Cc1nnnn1Cc1ccco1)NC12CC3CC(CC(C3)C1)C2 (stereo not given),7,-25,-15,6,-4,3,-0.3,1,-0.4,-14

# 3 compounds already listed, sorted by the value under ADAM10 inh, smallest number first.
Molecule | ADAM10 inh | NPR2 activator | ASAP1 GAP inh | NPR1 activator | Tn6 DDE FP | proKLK7 act | sPLA2-III inh | ARFGAP1 inhibitor
O=C(CSc1ccc([N+](=O)[O-])cn1)Nc1ccc(N2CCOCC2)cc1 | -2 | -3 | 0 | -1 | 3 | 0.2 | 0 | -5
O=C(NC1CC2CCC(C1)N2Cc1nnnn1Cc1ccco1)NC12CC3CC(CC(C3)C1)C2 (stereo not given) | 7 | -25 | -15 | 6 | 3 | -0.3 | 1 | -14
O=C(Nc1ccccc1-c1ccccc1)c1ccc(Cl)c([N+](=O)[O-])c1 | 15 | -7 | 0 | -15 | -9 | 0.0 | 0 | 5

# The list continues.
structure,ADAM10 inh,NPR2 activator,ASAP1 GAP inh,NPR1 activator,rCAG RNA binder,Tn6 DDE FP,proKLK7 act,sPLA2-III inh,GAA850 FXN act,ARFGAP1 inhibitor
O=C(NCC1CCCCC1)c1ccc(F)cc1Cl,5,0,1,-3,-3,4,0.5,3,5.2,2
CCN(CC(O)COc1ccc(OCC(O)CN(CC)C2CCCCC2)cc1)C1CCCCC1 (stereo not given),-5,4,9,4,-4,-6,0.1,1,1.0,4
Cc1cnc(NC(=O)C2CCC(C(C)(C)C)CC2)s1 (stereo not given),3,-7,0,-4,2,7,-0.2,0,3.0,2
CCC(=NCCc1ccc(OC)c(OC)c1)C1=C(O)CC(C)(C)CC1=O,10,-1,1,1,-2,-1,-0.1,7,-0.2,20
C/C(=N\NC(=O)CC#N)c1cc2ccccc2oc1=O,-4,1,-9,-4,1,-1,-0.7,-11,0.1,-1
COc1ccc(CCNC(=O)c2cc3c(=O)n4ccccc4nc3n(C3CCCCC3)c2=N)cc1OC,-52,0,3,3,-5,-4,-0.6,-11,2.0,0
C=CCN(CC=C)C(=O)c1cc2ccccc2c(=O)o1,-22,-2,10,4,-2,0,-0.7,18,-1.4,8
NNC(=O)c1sc2cc(C(F)(F)F)cnc2c1-c1cccs1,-7,-2,0,-4,3,-7,1.0,5,1.6,4
CCCn1nnnc1-c1cccc(Cl)c1,-5,5,-9,-1,-3,1,-0.3,2,1.7,0
COC(=O)Oc1ccc(/C=C/C(=O)OC(C)C)cc1OC(=O)OC,-10,3,-6,-1,-1,-4,2.0,3,11*,1
CCNC(=S)Nc1ccc(Oc2ccccc2)cc1,1,1,13,3,0,2,-0.9,4,-0.3,3
Cc1cccc(C)c1OCc1cc(C(=O)NCC2COCCO2)no1 (stereo not given),-6,0,13,-3,-4,2,-0.3,-5,-1.9,4

# (further entries)
structure,ADAM10 inh,NPR2 activator,ASAP1 GAP inh,NPR1 activator,rCAG RNA binder,Tn6 DDE FP,proKLK7 act,sPLA2-III inh,GAA850 FXN act,ARFGAP1 inhibitor
CC1(C)Cc2c(sc3c2c(=O)n(-c2ccc(Cl)cc2)c(=O)n3CC(N)=O)CO1,0,-5,-14,9,1,2,-0.4,2,-1.7,-4
Cc1cc(NC(=O)CSc2ncccn2)no1,-8,0,1,3,-1,-1,0.0,4,1.0,4
COc1ccc(C(=O)Nc2ccc3c(c2)nc(CN2CCCC2)n3C)cc1,2,1,0,5,0,4,0.1,1,0.2,-10
c1ccc2nc3ccccc3nc2c1,-12,8,-13,1,-1,-5,0.3,0,2.3,-2
O=C(Cc1ccc(Cl)c(Cl)c1)Nc1cccc(S(=O)(=O)N2CCOCC2)c1,5,1,7,7,7,-10,0.7,-11,1.1,8
C=C(NS(=O)(=O)c1ccc(C)cc1)C(=O)OC,-9,0,-3,4,1,3,0.1,12,0.3,2
CC(=O)c1ccc(OCC(O)CN2C(C)CCCC2C)cc1 (stereo not given),-12,-6,-4,1,1,-1,0.2,-1,0.8,-6
CN(Cc1cccs1)S(=O)(=O)c1cccs1,13,1,-2,5,2,1,-0.1,-3,-0.6,-1
COc1ccccc1C(=O)CSc1cccc[n+]1[O-],0,-2,-4,2,-3,2,-0.3,0,0.5,-12
CCNC(=S)N1CCN(CCN=CC2=C(O)CC(c3cccs3)CC2=O)CC1 (stereo not given),7,-2,-6,0,-2,9,0.3,-2,3.3,8
O=C(CCC1COc2ccccc2O1)NCc1ccccc1 (stereo not given),-3,1,-8,1,-3,1,-0.2,0,3.1,0
O=C1CCCN1c1ccc(S(=O)(=O)Oc2cccc(Cl)c2)cc1[N+](=O)[O-],20*,4,-4,-7,3,3,-0.4,-13,-1.5,-3

# 5 compounds picked at random from the list so far, as already listed:
structure,ADAM10 inh,NPR2 activator,ASAP1 GAP inh,NPR1 activator,rCAG RNA binder,Tn6 DDE FP,proKLK7 act,sPLA2-III inh,GAA850 FXN act,ARFGAP1 inhibitor
O=C1CCCN1c1ccc(S(=O)(=O)Oc2cccc(Cl)c2)cc1[N+](=O)[O-],20*,4,-4,-7,3,3,-0.4,-13,-1.5,-3
O=C(Cc1ccc(Cl)c(Cl)c1)Nc1cccc(S(=O)(=O)N2CCOCC2)c1,5,1,7,7,7,-10,0.7,-11,1.1,8
CN(Cc1cccs1)S(=O)(=O)c1cccs1,13,1,-2,5,2,1,-0.1,-3,-0.6,-1
CC(=O)c1ccc(OCC(O)CN2C(C)CCCC2C)cc1 (stereo not given),-12,-6,-4,1,1,-1,0.2,-1,0.8,-6
O=C(CCC1COc2ccccc2O1)NCc1ccccc1 (stereo not given),-3,1,-8,1,-3,1,-0.2,0,3.1,0

# More entries.
structure,ADAM10 inh,NPR2 activator,ASAP1 GAP inh,NPR1 activator,rCAG RNA binder,Tn6 DDE FP,proKLK7 act,sPLA2-III inh,GAA850 FXN act,ARFGAP1 inhibitor
CC(C)(C)c1cc(NC(=O)c2cccnc2)no1,-2,-4,-8,-1,1,1,0.3,7,5.6,-5
Cc1cc(N2CCCC2)nc2ccc(NC(=S)NCCCOC(C)C)cc12,i,0,4,13,-1,-9,16*,2,1.8,9
CCOc1ccc(N2CC(C(=O)N/N=C/c3sccc3C)CC2=O)cc1 (stereo not given),-1,-8,-11,0,-6,0,0.5,-8,1.5,11
CCCn1c(C(C)NC(=O)c2ccccc2)n[nH]c1=S (stereo not given),5,1,2,-3,-2,4,0.1,2,1.5,4
Cc1ccoc1C(=O)NCCCNC(=O)c1occc1C,-5,2,6,0,2,0,0.3,-1,-0.7,4
CC(C)(C)NC(=O)Nc1ccc(Cn2cc(C(F)(F)F)ccc2=O)cc1,1,2,0,-2,-4,-8,0.1,-4,0.8,0
CC(OC(=O)c1cccc(-n2cnnn2)c1)C(=O)c1ccccc1 (stereo not given),-5,2,6,1,2,7,0.0,13,2.6,8
CCC(C)NC(=O)CSc1nc2c(sc(=S)n2-c2cc(Cl)ccc2OC)c(=O)[nH]1 (stereo not given),8,5,4,4,46*,-4,0.2,-9,-0.5,5
COc1nc(OCCNC(=O)Nc2ccccc2)nc(N(C)C)n1,6,1,-5,-2,6,-3,-15,2,1.2,8
CCCNC(=O)c1cc(-c2ccc(OC)cc2)on1,-4,-5,-7,4,-1,-6,0.5,2,4.9,8
